Compound activity: PubChem BioAssay, Sanford-Burnham Center for Chemical Genomics
ER stress death: protection against thapsigargin ER stress killing – CSM14.1 cells, ATP luminescence, primary screen | relative survival (cellular ATP), % at 15 µg/mL (by protocol) | 0.33% of 48,000 active | CSM14.1 thapsigargin ER stress survival;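 active = survival measured by cellular ATP above 50% at 15 µg/ml in the first screen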;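 note: cell death triggered by about 15 µM thapsigargin; ATP read 24 h after thapsigargin was added; plate controls were thapsigargin with DMSO for no effect and DMSO without thapsigargin for full effect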
* hit, by the source's call.

Compound | ER stress death
CC(=O)c1cccc(NC(=O)CC2S/C(=N\N=C(/C)c3ccc(F)cc3)NC2=O)c1 (stereo not drawn) | 3
Cc1cccc(C)c1NC(=O)CSCC(=O)Nc1ccc2ccccc2c1 | 6
C=CCC1(O)C(C)C(c2cc(OC)ccc2OC)NC(c2cc(OC)ccc2OC)C1C (stereo not drawn) | -2
N#Cc1c(NC(=O)c2cnccn2)sc2c1CCCCCC2 | 11
COc1ccc(C(=O)O/N=C(\N)c2ccccc2)c(OC)c1 | -4
CC(C)C(NC(=O)OC(C)(C)C)C(=O)O (stereo not drawn) | 6
CC(C)c1c(O)nc(SCCC(=O)O)[nH]c1=O | 2
CC(C)c1ccc(-c2csc(NC(=O)C3C4CCC(C4)C3C(=O)O)n2)cc1 (stereo not drawn) | 16
CCOC(=O)c1ccc(NC2=CC(=O)CC(c3ccco3)C2)cc1 (stereo not drawn) | 12
Cc1ccc(NC(CC(=O)c2ccccc2)c2ccc(F)cc2)cc1 (stereo not drawn) | 6
O=C(Nc1ccccc1)Nc1nnc(SCc2ccccc2F)s1 | 1
O=C(Cc1ccc(F)cc1F)Nc1ccc(Cl)cc1Cl | 16
COc1ccc(C2/C(=C(/O)c3ccc(C)cc3)C(=O)C(=O)N2CCCn2ccnc2)c(OC)c1 (stereo not drawn) | 2
O=C(/C=C/c1ccc(/C=C/C(=O)c2cccc(N3C(=O)CCC3=O)c2)cc1)c1cccc(N2C(=O)CCC2=O)c1 | 4
O=C(O)C1C2CCC(C2)C1C(=O)Nc1nc2ccccc2s1 (stereo not drawn) | -2
Cc1oc(C(N)=O)cc1COc1ccc(C(N)=O)cc1 | 8
Cc1cccc(NC(=O)/C(C#N)=C\c2ccc(I)o2)c1C | -1
CCc1ccccc1NC(=O)C(=O)NCC(C)O (stereo not drawn) | -3
COc1ccc(S(=O)(=O)N2CCN(C3CCCC(C)C3)CC2)cc1 (stereo not drawn) | -9
Cc1ccc(NCC(=O)N/N=C\c2cc(Br)cc(Br)c2OC(=O)c2cccc(F)c2)cc1 | 22
O=C(Oc1cccc([N+](=O)[O-])c1)c1ccc(-c2ccccc2)cc1 | 8
COc1ccc(/C=C2/SC(=S)N(C(C)c3ccccc3)C2=O)cc1 (stereo not drawn) | 11
Cc1ccc(CNC(=O)C(=O)Nc2ccc(C)cc2)cc1 | 0
Cc1cc(C)cc(CSCC(=O)Nc2c(C)cccc2C)c1 | 1
CCOc1ccccc1C1Nc2ccccc2NC2=C1C(=O)CC(c1ccc(OC)cc1)C2 (stereo not drawn) | 19
Cc1c(Cl)c(=O)oc2cc(OCC(=O)c3ccc(Cl)cc3)ccc12 | 12
O=c1nc(-c2ccccc2Cl)c2cc(Br)ccc2[nH]1 | -1
CC(=O)Nc1ccc(NS(=O)(=O)c2ccc(F)cc2)cc1 | 4
C=C1CCc2c([nH]c3ccc(OCC(C)C)cc23)C1=O | 0
COc1ccccc1C(=O)Nc1ccc(Br)cc1F | -1

Pulled by compound from the entries so far:
Compound | ER stress death
Cc1ccc(CNC(=O)C(=O)Nc2ccc(C)cc2)cc1 | 0
O=C(O)C1C2CCC(C2)C1C(=O)Nc1nc2ccccc2s1 (stereo not drawn) | -2

A few values from the entries so far:
ER stress death result of CC(C)c1ccc(-c2csc(NC(=O)C3C4CCC(C4)C3C(=O)O)n2)cc1 (stereo not drawn) is entered as 16
ER stress death result of COc1ccc(S(=O)(=O)N2CCN(C3CCCC(C)C3)CC2)cc1 (stereo not drawn) is entered as -9

The main list resumes with the 6 entries that preceded the break.
Compound | ER stress death
CCOc1ccccc1C1Nc2ccccc2NC2=C1C(=O)CC(c1ccc(OC)cc1)C2 (stereo not drawn) | 19
Cc1c(Cl)c(=O)oc2cc(OCC(=O)c3ccc(Cl)cc3)ccc12 | 12
O=c1nc(-c2ccccc2Cl)c2cc(Br)ccc2[nH]1 | -1
CC(=O)Nc1ccc(NS(=O)(=O)c2ccc(F)cc2)cc1 | 4
C=C1CCc2c([nH]c3ccc(OCC(C)C)cc23)C1=O | 0
COc1ccccc1C(=O)Nc1ccc(Br)cc1F | -1
CCOC(=O)c1ccccc1NC(=O)c1sc(NC(=O)c2ccc3c(c2)OCO3)c(C(=O)OCC)c1C | 0
CCc1ccccc1N(CC(=O)NCC(C)C)S(C)(=O)=O | 11
O=C1/C(=C/C=C/c2ccccc2)SC(=S)N1c1cccc(C(F)(F)F)c1 | 1
CC(=O)Nc1ccc(S(=O)(=O)NCc2cccnc2)cc1 | 4
O=C(NCc1ccc2c(c1)OCO2)C(=O)Nc1nc(C23CC4CC(CC(C4)C2)C3)cs1 | 2
COc1ccc2ccccc2c1/C=C1\SC(=S)N(Cc2ccccc2)C1=O | -5
COC(=O)c1ccc(OCc2ccc(COc3ccc(C(=O)OC)cc3)cc2)cc1 | 8
CN(C)c1ccc(/C=C2\N=C(c3cc4ccccc4oc3=O)OC2=O)cc1 | 8
O=S(=O)(c1ccc(Cl)cc1)N1CCN(C2CCCCCC2)CC1 | 5
O=C(Nc1ccccc1Cl)c1cccc(NC(=O)C(F)(F)F)c1 | 0
CC(C)(NC(=O)NCc1ccccc1)c1cccc(C(C)(C)NC(=O)NCc2ccccc2)c1 | 1
COc1ccc(NC2=C(c3ccc(OC)cc3)C(=O)c3ccccc32)cc1 | 0
c1ccc(Nc2nc(-c3ccccn3)cs2)nc1 | 4
COc1cccc(/C=C(\C#N)c2nc(-c3cccs3)cs2)c1 | 28
Cc1c(-c2nc(-c3ccccn3)no2)cccc1[N+](=O)[O-] | -6
CCOc1cc(OCC)cc(C(=O)Nc2cccc(NC(=O)c3ccccc3C)c2)c1 | -1
CC1SC(c2ccccc2)N(Cc2ccccc2)C1=O (stereo not drawn) | -3
CCCCCCOC(=O)C1=C(C)NC(=O)NC1c1ccc(F)cc1 (stereo not drawn) | 12
CCOc1ccccc1NC(=O)CN(c1ccc(OC)cc1OC)S(C)(=O)=O | 15
CCOC(=O)c1cnn2c(C(F)(F)F)c3c(nc12)-c1ccccc1CC3 | 11
COc1ccc(C(=O)N2CCN(CCCc3ccccc3)CC2)cc1OC | 0
Cc1ccc([N+](=O)[O-])cc1-c1ccc(/C=C2/C(=O)NN(c3ccc(F)cc3)C2=O)o1 | 2
CC1=C(C(=O)OCc2ccccc2)C(c2ccc(C(F)(F)F)cc2)C2=C(CCCC2=O)N1 (stereo not drawn) | 8
CN1CCN(CCCOc2ccc(Br)cc2)CC1 | -5
C/C(=N/N=C(c1ccccc1)c1ccccc1)c1cccs1 | 7
O=C(O)/C=C/C(=O)Nc1ccc(F)c(F)c1 | 9
O=C(O)c1ccccc1SC1CC(=O)N(c2ccccc2F)C1=O (stereo not drawn) | 0
COC(=O)c1ccc(-n2ncnc2-c2ccc(OCc3ccccc3)c(OC)c2)cc1 | 4
COc1cc(Br)c(C2NCCc3cc(OC)c(OC)cc32)cc1OC (stereo not drawn) | -2
CC(Oc1cccc(Cl)c1)C(=O)Nc1ccccc1C(=O)N1CCN(C)CC1 (stereo not drawn) | -4
O=C1N=c2ccccc2=C1c1sc(=S)n(C(Cc2ccccc2)C(=O)O)c1O (stereo not drawn) | -2
Cc1cc(C)cc(NC(=O)C(=O)NCCc2ccccc2)c1 | 1
COc1cccc(N2C(=O)C(=O)/C(=C(\O)c3ccccc3)C2c2ccc(C)cc2)c1 (stereo not drawn) | 4
CCC(=O)c1ccc(N2CCN(C(=O)c3cccs3)CC2)c(F)c1 | 2
O=C(NN1C(=O)C2C3C=CC(C4CC34)C2C1=O)c1cccc(Cl)c1 (stereo not drawn) | -1
O=C1/C(=C\c2cccc(Br)c2)SC(=S)N1CC(=O)N1c2ccccc2Sc2ccccc21 | -1
COC(=O)C1C(=O)N(C)C(c2ccccc2)C1C(=O)OC (stereo not drawn) | 0
O=[N+]([O-])c1ccc(N2CCOCC2)cc1[N+](=O)[O-] | 8
COc1ccc(N=C2SC(C(=O)N3CCN(c4ccccn4)CC3)CC(=O)N2C)cc1 (stereo not drawn) | 1
CCOc1cc(/C=N/n2cnnc2)cc(Cl)c1O | 0
O=C(Oc1ccc(/C=N/O)cc1)c1ccc(Br)cc1 | -2
COc1cc2ccccc2cc1C(=O)NCCCNc1ccc([N+](=O)[O-])cc1 | 4
O=C(NC1CCCCCC1)c1ccccc1[N+](=O)[O-] | -1
COc1ccc(-c2noc(COc3cc(C)c(Cl)c(C)c3)n2)cc1 | -1
Cc1cc(O)c(C(C)C)cc1NC(=O)c1cc(C(C)(C)C)oc1C | -3
S=C(Sc1nc(Nc2ccccc2)nc(Nc2ccccc2)n1)N1CCOCC1 | -5
CCC1=NN2C(=N)/C(=C/c3cccc(OCc4ccccc4F)c3)C(=O)N=C2S1 | 9
O=C(Nc1cc(C(F)(F)F)ccc1Cl)C(c1ccccc1)c1ccccc1 | 8
COc1ccc([N+](=O)[O-])cc1NC(=O)c1c(Cl)cccc1Cl | 7
Cc1c(NC(=O)c2cccc(OCc3ccccc3)c2)cccc1-c1nc2ccccc2o1 | 7
Nc1c(N2CCOCC2)cc(Nc2ccc(Cl)cc2)c2c1C(=O)c1ccccc1C2=O | -1
Cc1ccc(C(=O)Oc2ccc(/C=C3\SC(=S)NC3=O)cc2)cc1 | 8
COC(=O)C1=C(C)N(C)C(C)=C(C(=O)OC)C1c1ccccc1 | 5
Cc1cccc(N2C(=O)/C(=C/c3cccc(O)c3)SC2=S)c1 | 11
Cc1cc(C)n(CC(O)COCc2ccccc2)n1 (stereo not drawn) | 2
O=C(CSc1nnc(CCCN2C(=O)c3cccc4cccc(c34)C2=O)n1-c1ccccc1)N1CCN(CCO)CC1 | 3
c1ccc(C(c2ccccc2)c2nc3ccccc3[nH]2)cc1 | 6
CCc1c(C)sc(NC(=O)c2ccc(OC)c(OC)c2)c1C(=O)OC | -4
O=C(Nc1ccc(S(=O)(=O)N2CCCCC2)cc1)c1cccc([N+](=O)[O-])c1 | 1
N#C/C(=C(/O)C(Cl)(Cl)Cl)c1nc2ccccc2[nH]1 | 4

(further entries)
Compound | ER stress death
COc1cc2c(cc1OC)-c1nnc(-c3ccc(Br)o3)n1C(C)(C)C2 | 6
O=C1c2ccccc2/C(=N/N=C/c2cccs2)C1C(=O)C(c1ccccc1)c1ccccc1 (stereo not drawn) | 2
CCC(=O)N1c2ccccc2NC2=C(C(=O)CC(c3ccco3)C2)C1c1ccco1 (stereo not drawn) | -3
CC(=O)NC1=NN(C(C)=O)C(C)(c2cccc(OC(=O)c3ccccc3)c2)S1 (stereo not drawn) | 10
C=CCN1C(=O)/C(=C\c2cc(Br)ccc2OCC)C(=O)NC1=S | 10
Cc1ccc(C(=O)N2c3c(C)cccc3C(Nc3ccccc3C)CC2C)cc1 (stereo not drawn) | 5
O=C1NC(=O)N(c2ccc(Cl)cc2)C(=O)/C1=C/c1ccc(-c2ccc(Cl)c(C(=O)O)c2)o1 | 7
CN(C)NC(=O)Nc1cccc(Cl)c1 | -8
COC(=O)c1ccc(/C=N/NC(=O)C2CC(=O)N(c3ccc(OC)cc3)C2)cc1 (stereo not drawn) | 0
Cc1cccc(N2C(=O)C(Cl)=C(Nc3ccc(F)cc3)C2=O)c1C | -2
CCN1C(=O)/C(=C/c2cc3c(cc2Br)OCO3)SC1=S | 11
Cc1ccc(C(=O)NC(=S)Nc2ccc3oc(-c4ccccc4)nc3c2)cc1 | -1
COC(=O)c1ccccc1NC(=O)COc1ccc2ccccc2c1 | 4
O=C(Nc1ccccc1C(F)(F)F)C1CCCC1 | 3
COc1cc(C2CC(=O)Nc3c2ccc2ccccc32)ccc1O (stereo not drawn) | 3
CC(=O)NC1=NN(C(C)=O)C(c2ccccc2OC(C)=O)S1 (stereo not drawn) | 2
O=C1N/C(=N/N=C/c2ccccc2)SC1Cc1ccc(Cl)cc1Cl (stereo not drawn) | 10
O=C(ON1C(=O)CCC1=O)c1cccnc1 | 14
O=C(/C=C/c1ccccc1)Nc1ccccc1I | 4
CCCOc1ccc(C(=O)Nc2ccc(I)cc2Cl)cc1 | 4
CCOc1ccc2ccccc2c1/C=N/N1C(=O)C2C(C1=O)C1C=CC2C12CC2 (stereo not drawn) | 10
COc1ccc(CSc2ncn[nH]2)cc1 | 5
CCOC(=O)CNC(=O)c1cc([N+](=O)[O-])ccc1Cl | 1
Cc1cc(/C=C2\C(=O)NC(=O)N(c3ccc4c(c3)OCO4)C2=O)c(C)n1-c1ccccc1 | 0
Cc1ccc2nc(NC(=O)C3CC(O)CN3C(=O)OC(C)(C)C)sc2c1 (stereo not drawn) | -11
NNC(=O)C1CCC(c2ccccc2)CC1 (stereo not drawn) | 4
O=C(CSc1nc2ccccc2[nH]1)Nc1cc(Cl)ccc1Cl | 2
Cc1cc(/C=C2/SC(=S)NC2=O)c(C)n1-c1ccc(F)cc1 | -4
O=C1CC(Cc2ccc(Br)cc2)C(=O)N1Cc1ccccc1 (stereo not drawn) | 1
Cc1cc(F)c(F)cc1C(=O)N1CCN(c2cc(N3CCCCC3)c(F)cc2[N+](=O)[O-])CC1 | 0
Oc1cccc(/C=N\N2CCN(c3ccccc3)CC2)c1 | 10
O=C(Cc1ccccc1)NC(NC(=S)Nc1ccccc1Br)C(Cl)(Cl)Cl (stereo not drawn) | 2
C(=C\c1ccccc1)/CSc1nnc(-c2ccc3c(c2)OCO3)n1-c1ccccc1 | -5
COc1cccc(N2C(=O)NC(=O)/C(=C/c3ccoc3)C2=O)c1 | 3
COC(=O)c1c(-c2ccc(Cl)cc2)csc1NC(=O)C1CCCCC1C(=O)O (stereo not drawn) | 7
Cc1ccc(C(=O)Nc2ccccc2C(=O)Nc2nc3ccccc3n2C)cc1 | -4
CC(=O)NN1C(=O)/C(=C\c2ccc(C)cc2)SC1=S | -2

Not all compounds are listed. The share of hits here may be higher or lower than overall.
